# Assay outcomes: PubChem, Vanderbilt High Throughput Screening Facility
# Cav32 inh: Cav3.2 calcium influx blockers – cell-based, Fluo-4 calcium fluorescence, FDSS, MLSMR library, primary screen; Voltage-dependent T-type calcium channel subunit alpha-1H (Homo sapiens), O95180; Cav3.2-expressing cells; hits give low values; B-score at 10 µM; hit rate 4% among 100,000; AID 449739, 2010;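 active means single-dose well whose peak fluorescence ratio is a statistical outlier from its plate by either plate-standardised score or position-corrected B-score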
# Starred values were filed as active, the others as inactive. Some of the compounds tested; the hit share may differ from the screen's.
molecule	Cav32 inh
Nc1nc2n(n1)C(c1ccc(F)cc1)CC(c1ccc(F)cc1)N2 (stereo not given)	-0.061
Cc1cc(C)c(NC(=O)NC(=O)c2ccc(F)cc2)c(C)n1	0.16
Cc1sc2nc3n(c(=O)c2c1C)NC(=O)CC3	0.67
CC(C)OCCCNC(=O)CCc1nc(-c2ccccc2)no1	0.66
Cc1ccc2cc(C(c3nnnn3C(C)(C)C)N3CCCCCC3)c(=O)[nH]c2c1 (stereo not given)	0.068
C=CCN1C(=O)C2C(C(=O)NC3CCCCC3)C3C=CC2(O3)C1C(=O)NC1CCCC1 (stereo not given)	-0.088
Cc1cc(C)n(-c2cccc(Cl)c2)c(=O)c1C#N	-0.44
Cc1cc(C)nc(SCc2nnc(SCC(=O)Nc3nccs3)n2C)n1	0.33
N#C/C(=C(/O)CSc1ccccc1C(=O)O)c1nc2ccccc2s1	-0.065
CC(=O)Nc1nc(-c2ccccc2)nc(-c2ccccc2OC(C)=O)n1	-0.49
CN(C)c1ccc(C2N(c3ccc(F)cc3)C(=O)C3CCCN32)cc1 (stereo not given)	-0.71
Cc1ccc(C(C(=O)NC2CCCCC2)N2CCN(C(=O)c3ccco3)CC2)cc1 (stereo not given)	0.52
COC(=O)c1[nH]c2ccccc2c1NC(=O)CNC1CCCCC1	0.65
CCN(CC)S(=O)(=O)c1ccc(C(=O)NCc2n[nH]c(=S)n2Cc2ccccc2)cc1	-4.1*
CCOC(=O)c1c(N)sc(C(O)(C(F)(F)F)C(F)(F)F)c1-c1ccc(OC)cc1OC	-4.9*

# (next part)
molecule	Cav32 inh
c1ccc(-c2nc3nc4ccccc4nc3n2Cc2ccco2)cc1	-2.3
CCN(CC)S(=O)(=O)c1ccc(NC(=O)COC(=O)c2ccc(Br)o2)cc1	-4.7*
CC(=O)N1N=C(c2ccncc2)OC12CCCCC2	0.79
CCOc1ccccc1-c1nnc(SCC(=O)NC2CC3CCC2C3)n1CC (stereo not given)	-0.074
Cc1cc(C)cc(NC(=O)c2nccnc2C(=O)O)c1	-0.25
Cc1cnc(NC(=O)CSc2nc3ccccc3s2)s1	-4.6*
CN(C)CCOc1nc(-c2ccccc2)nc2c1oc1ccccc12	1.5
CC(=O)N1CCc2cc(S(=O)(=O)NC(C(=O)NC3CCCc4ccccc43)C(C)C)ccc21 (stereo not given)	0.65
FC(F)C(F)(F)C1=CC(c2cccs2)=NCCN1	1.2
O=C1CCC(=O)N1c1ccc(CSc2nc3ccccc3[nH]2)cc1	0.41
O=C(CC1CCCCC1)N1CCN(c2ccccn2)CC1	0.31
O=C(CSc1ccccn1)N1CCN(c2ccccc2)CC1	0.21
CC(C)(C)n1nc(-c2ccc(F)cc2)c2c(N)ncnc21	-0.11
CC(C)N1CCc2c(sc(NC(=O)c3ccc(S(=O)(=O)N4CCc5ccccc54)cc3)c2C(N)=O)C1	0.34
COC(=O)C1CCN(C(=O)Cc2ccc(C)cc2)CC1	-0.029

# Carrying on.
molecule	Cav32 inh
COc1ccccc1C(=O)NCCC(=O)N1CC(=O)Nc2ccccc21	-0.93
Cc1ccccc1NC(=S)NC1CC2CCC(C1)N2Cc1ccco1 (stereo not given)	0.087
CCOC(=O)/C(=C\c1ccccc1)C(=O)c1cc(C(C)=O)c(Nc2ccccc2)s1	-1.1
CCO[C@@H]1OC(C(N)=O)=C[C@H](c2ccccc2)[C@H]1CCCO	0.51
CC(C)(C)c1ccc(S(=O)(=O)N2CCCC2C(=O)NC2=NCCS2)cc1 (stereo not given)	-0.79
CCCC(=O)CN1C(=O)C2(OCCO2)c2ccccc21	0.0084
O=C(CSc1nnc(C2CC2)n1Cc1ccccc1)c1cc2ccccc2o1	-2.8
Cc1cccc(CCN(Cc2cc3cccc(C)c3[nH]c2=O)C(=O)N2CCOCC2)c1	-0.51
c1ccc(CNc2cnccn2)cc1	1
Cn1c(=O)c2c(ncn2CC(N)=O)n(C)c1=O	-0.22
CCS(=O)(=O)n1nc(-c2ccccc2)nc1SCc1ccccc1	-3.2*
CC1(C)Cc2c(sc3nn[nH]c(=O)c23)CO1	0.59
CC(c1ccco1)N(C(=O)c1ccc(C#N)cc1)c1ccccn1 (stereo not given)	1.9
Cc1cc2cc(NC(=O)c3ccco3)ccc2[nH]1	-1.2
Cc1cccc(N2C(=O)CC(Sc3nc(-c4ccccc4)c4cc(Cl)ccc4n3)C2=O)c1 (stereo not given)	-2

# (cont.)
molecule	Cav32 inh
COc1ccc(NC2=Nc3cccc4cccc2c34)cc1OC	-0.15
CCOC(=O)/C(=N/Nc1ccc(Cl)cc1)S(=O)(=O)c1ccccc1	0.44
Cc1c(N=Cc2cc3c(cc2Cl)OCO3)c(=O)n(-c2ccccc2)n1C	-2.3
C=CCOC(=O)C1=C(C)NC(C)=C(C(=O)OCC=C)C1c1cccs1	-3.3
Cc1cc(C)c2c(=O)n(CC(=O)N3CCC(N4CCCCC4)CC3)sc2n1	0.82
CCC1(C)Cc2c(sc3nc4n(c(=O)c23)CCS4)CO1 (stereo not given)	0.052
COC(=O)CN1C(=O)S/C(=C/c2cc(C)n(C)c2C)C1=O	-0.042
CC(Sc1nc2ccccc2[nH]1)C(=O)O (stereo not given)	0.027
CCSC1=C(C#N)C(c2ccc3c(c2)OCO3)C2=C(CCCC2=O)N1 (stereo not given)	2
O=C(CN1CC(c2ccccc2)CC1=O)OCc1ccccc1F (stereo not given)	-1
O=C1C2C3C=CC(C4CC34)C2C(=O)N1/N=C/c1ccc(-c2ccc(F)cc2[N+](=O)[O-])o1 (stereo not given)	1.1
Cc1ccc(CNCc2cc3c(C(C)(C)C)nn(-c4ccccc4)c3[nH]c2=O)cc1	-0.19
COCCNC(=O)COc1cccc(Oc2ccccc2)c1	0.79
CCOc1ccc(N=C(NC#N)SCC)cc1	0.53
CC(C)Cc1nc2oc3c(NCC4CCCO4)ncnc3c2c2c1CCC2 (stereo not given)	-1.5

# (more compounds)
molecule	Cav32 inh
Cc1nnc(SCc2nc3ccccc3nc2C)s1	-0.45
COC(=O)c1ccccc1NC(=O)C12CC3CC(C1)CC(n1cnc(Cl)n1)(C3)C2	-2.7
Cc1ccccc1N(C(=O)Cn1nnc2ccccc21)C(C(=O)NCc1ccco1)c1ccncc1 (stereo not given)	1.3
CC(=O)c1cccc(S(=O)(=O)N(CCCO)Cc2cc3ccc(C)cc3[nH]c2=O)c1	-3.8
Cc1nc(N/N=C/c2ccccc2)nc(N(C)c2ccccc2)c1[N+](=O)[O-]	-1.2
Cc1cc(NC(=O)COC(=O)COc2cccc3c2OC(C)(C)C3)no1	0.98
O=C(COC(=O)c1ccc(Br)o1)NCc1ccco1	0.6
Cc1cccc(/C=C2/S/C(=N/N=C3\CC4CCC3(C)C4(C)C)NC2=O)c1 (stereo not given)	-3
O=C(NCC1CCCO1)c1ccccc1-c1nc(-c2ccc(Cl)cc2)no1 (stereo not given)	-0.28
Cc1ccc(C(=O)O)cc1NC(=O)C1CCCN1S(=O)(=O)c1cccc2nsnc12 (stereo not given)	-0.16
O=C(C1=C[C@@H](c2coc3ccccc3c2=O)C[C@@H](OCc2ccc(CO)cc2)O1)N1CCN(Cc2ccccc2)CC1	-0.47
O=C(NCc1ccco1)C(c1ccc(F)cc1)N(CC1CCCO1)C(=O)Cn1nnc2ccccc21 (stereo not given)	-4.9*
CCOC(=O)C1CCN(C(=O)CC2C(=O)N(Cc3ccccc3)C(C)c3nc4ccccc4n32)CC1 (stereo not given)	1
CC1=C(C(=O)Nc2ccccc2C)C(c2ccc(C)o2)n2c(s/c(=C/c3ccccc3)c2=O)=N1 (stereo not given)	-1.3
CC(C)[C@H](NC(=O)[C@@H]1CSCN1C(=O)OC(C)(C)C)C(=O)NCC1CCC(C(=O)O)CC1 (stereo not given in full)	-0.013

# Compounds from the list above that have a cyano group:
molecule	Cav32 inh
Cc1cc(C)n(-c2cccc(Cl)c2)c(=O)c1C#N	-0.44
N#C/C(=C(/O)CSc1ccccc1C(=O)O)c1nc2ccccc2s1	-0.065
CC(c1ccco1)N(C(=O)c1ccc(C#N)cc1)c1ccccn1 (stereo not given)	1.9
CCSC1=C(C#N)C(c2ccc3c(c2)OCO3)C2=C(CCCC2=O)N1 (stereo not given)	2
CCOc1ccc(N=C(NC#N)SCC)cc1	0.53

# Entries shown so far that have an aryl methoxy group:
molecule	Cav32 inh
CCOC(=O)c1c(N)sc(C(O)(C(F)(F)F)C(F)(F)F)c1-c1ccc(OC)cc1OC	-4.9*
COc1ccccc1C(=O)NCCC(=O)N1CC(=O)Nc2ccccc21	-0.93
COc1ccc(NC2=Nc3cccc4cccc2c34)cc1OC	-0.15

# Later entries.
molecule	Cav32 inh
COC(=O)[C@H](CCSC)NC(=O)Nc1ccc(C)c(C)c1	-0.028
Nc1cc(N)nc(SCCN2CCCCC2)n1	0.16
Nc1c(-c2ccc(Cl)cc2)cnn1-c1cccc([N+](=O)[O-])c1	0.88
O=c1c2ccccc2nc(SCc2ccccc2)n1Cc1ccco1	-5.8*
COC(=O)c1ccc(NC(=O)CSCc2ccccc2C)cc1	-2.8
COC(=O)c1ccc(OCC(O)CN(CC(C)C)CC(C)C)cc1 (stereo not given)	-0.33
CCCCC(c1nnnn1C1CCCC1)N1CCN(C2CCCC2)CC1 (stereo not given)	0.23
CCn1nnc(NC(=O)c2cccnc2)n1	-0.39
O=C(NCCc1ccc(S(=O)(=O)N2CCCC2)cc1)c1cccs1	-0.44
O=C(CSc1ncn(-c2ccccc2)n1)Nc1ccc2c(c1)OCCO2	0.68
C=CCNC(=O)CCCCC(=O)NCC=C	0.015
Cc1ccc(-c2n[nH]c(=S)n2/N=C/C=C/c2ccccc2[N+](=O)[O-])cc1	-1
CCOc1ccc(Nc2oc(Cc3ccccc3)nc2C#N)cc1	-3.6
CC(C)(C)C1CCC(C(=O)Nc2ccccc2)CC1 (stereo not given)	-2.7
N#C/C(=C\c1ccc(N2CCOCC2)o1)c1nc2ccccc2[nH]1	-5.8*

# (continued)
molecule	Cav32 inh
Cc1ccccc1NC(=O)c1ccc(NC(=O)c2ccco2)cc1	0.52
CC1=C(C(=O)N2CCOCC2)C(c2cccs2)NC(=O)N1 (stereo not given)	0.69
O=C(NCc1cccs1)C1CCCN(S(=O)(=O)c2ccc(Br)s2)C1 (stereo not given)	-0.0071
Cc1cc(/C=N/NC(=O)CC2(C)OCCO2)c(C)n1-c1ccc(Cl)c(Cl)c1	0.52
CC(/C=C/c1ccco1)=N/NC(=O)c1ccccc1Cl	-0.21
CCOC(=O)c1cn(-c2nc(-c3ccc(Cl)cc3)cs2)c2c(F)c(N3CC(C)OC(C)C3)c(F)cc2c1=O (stereo not given)	0.3
CN(/N=C/c1ccncc1)c1cnn(-c2ccc(F)c(Cl)c2)c(=O)c1Cl	0.065
CCC(C)(C)n1nnnc1CN(Cc1cc2cc(OC)ccc2[nH]c1=O)C1CCCC1	-0.9
Clc1ccc(OCCN2CCOCC2)cc1Cl	-4*
CSc1nc2ccc3nc(NC(=O)c4ccccc4)sc3c2s1	-1.4
CCOc1ccc2[nH]c(=O)c(CN(CCO)C(=O)c3ccccc3F)cc2c1	0.16
CC(Sc1ccc(Cl)cc1)C(=O)NCc1ccc2c(c1)OCO2 (stereo not given)	-5.8*
CNC(=O)NC(=O)CSc1nc2cc(C(=O)OC)ccc2c(=O)n1-c1ccccc1	-1.6
CSc1nc2ccc3nc(NC(=O)c4ccc(Cl)s4)sc3c2s1	0.64
CC1(C)CC(=O)C(C=NCCC2=CCCCC2)=C(O)C1	0.65

# Other records
molecule	Cav32 inh
O=C(O)CCC(=O)Nc1ccc(S(=O)(=O)N2CCCC2)cc1	-0.66
COc1ccc(C(=O)Nc2ccccc2C(=O)NC(C)C)cc1OC	0.2
Cn1c(CNC(=O)c2cccs2)nnc1SCC(=O)Nc1ccc(Cl)cc1	-2.3
COC(=O)c1ccc(C)c(NC(=O)c2nn(C)c(=O)c3ccccc23)c1	0.8
CC(=O)Nc1ccc(NC(=O)C/C(C)=N/NC(=O)C(=O)N2CCCC2)cc1	-1
COc1ccc(CC(C)N2CCN(c3ccccc3)CC2)cc1OC (stereo not given)	0.24
O=C1OC(c2ccccc2)=C/C1=C\N1CCOCC1	-0.6
O=C(Nc1nc(-c2ccc(Cl)cc2)cs1)c1cccnc1	-0.37
C/C=C(\C)C(=O)Nc1cccc(C2=NOC3(C2)C[C@@H](C(N)=O)N(C(=O)c2ccccc2C(=O)c2ccccc2)C3)c1 (stereo not given in full)	-1
C=CCn1c(SCC(=O)Nc2nccs2)nnc1-c1cc2cccc(OC)c2o1	-0.022
c1ccc(OCCCn2nnc(-c3cccnc3)n2)cc1	0.15
Cc1cc([N+](=O)[O-])nn1Cc1ccccc1F	0.33
CCC(=O)NC(=S)Nc1ccccc1OC	1
c1coc(Cn2c(SCc3nc4ccccc4[nH]3)nnc2-c2cccs2)c1	-0.17
CC(=O)C1=C(O)C(=O)N(CCN2CCOCC2)C1c1ccccc1 (stereo not given)	0.19

# A second format for two compounds above.
Cc1cc([N+](=O)[O-])nn1Cc1ccccc1F
- Cav32 inh = 0.33

CCCC(=O)CN1C(=O)C2(OCCO2)c2ccccc21
- Cav32 inh = 0.0084

# Other compounds follow:
molecule	Cav32 inh
O=C1Nc2ccc(S(=O)(=O)NCc3ccco3)c3cccc1c23	0.015
Cc1ccc2nc(CSc3nc(C)cc(C)c3C#N)[nH]c2c1	-1.4
O=C(N1CCOCC1)C12CC3CC(C1)CC(c1ccccc1)(C3)C2	0.34
O=C(O)C1=C[C@@H](c2ccc3c(c2)OCO3)C[C@@H](OCCCCO)O1	0.67
C=CCC(c1ccccc1F)N(CCN1CCOCC1)C(=O)Nc1cccc(Cl)c1 (stereo not given)	-2.9
Cc1cc(NC(=O)CSc2nc(CCC3CCCC3)nc3ccccc23)no1	-8.7*
